mcGAS RapidFire: blocks mouse cGAS cGAMP production | Q8C6L5 | recombinant mouse cGAS, cGAMP by RapidFire MS | inhibition, % at 12.5 µM | 0.18% of 130,000 active | AID 1259397;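 active = inhibition of cGAS enzyme activity at or above 60%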;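 note: enzyme stimulated by 45 bp dsDNA with ATP and GTP substrates; cGAMP share of summed cGAMP plus half ATP and half GTP signals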
Target sequence (Q8C6L5 whole entry, looked up): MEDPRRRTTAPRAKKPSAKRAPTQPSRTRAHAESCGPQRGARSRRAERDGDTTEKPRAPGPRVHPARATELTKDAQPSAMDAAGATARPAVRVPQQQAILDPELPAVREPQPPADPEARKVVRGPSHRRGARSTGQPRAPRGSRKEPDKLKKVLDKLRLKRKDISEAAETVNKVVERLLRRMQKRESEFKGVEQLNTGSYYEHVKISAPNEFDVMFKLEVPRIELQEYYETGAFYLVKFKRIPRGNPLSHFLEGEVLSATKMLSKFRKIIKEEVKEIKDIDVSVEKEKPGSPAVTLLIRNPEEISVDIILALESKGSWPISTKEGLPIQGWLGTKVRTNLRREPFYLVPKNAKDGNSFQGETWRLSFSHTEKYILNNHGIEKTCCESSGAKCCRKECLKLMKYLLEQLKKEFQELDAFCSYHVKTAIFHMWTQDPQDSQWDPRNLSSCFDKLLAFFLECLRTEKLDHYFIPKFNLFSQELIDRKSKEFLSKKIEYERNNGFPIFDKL
An asterisk follows results filed as active; & = joins results of further samples.

SMILES,mcGAS RapidFire
CC(C)c1nnsc1CNC(=O)c1ccc(C#CC(C)(C)O)o1,-8
N#CC(C(=O)NC1CCCC1)C(=O)C1CSCN1C(=O)C1CCC1 (centres undefined),-6
Cc1cc(CN2CCN(C(C)C(=O)c3c(C)[nH]c4ccccc34)CC2)no1 (centres undefined),0
CC1(C(=O)NS(=O)(=O)c2ccccc2Cl)CCN1C(=O)Cc1ccc(Cl)cc1Cl (centres undefined),-6
CCNC(=O)N1CCc2ccc(NC(=O)C(C)Oc3cccc(F)c3)cc21 (centres undefined),1
Cc1cccn2c(=O)c3cc(C(=O)NC(C)(C)C)n(C)c3nc12,-5
Cc1nc(CNC(=O)CCc2ccc(Br)c(C)c2)no1,-22
NC(=O)c1cc(S(=O)(=O)NC2CCCCC2)cs1,-5
N#CC1(C(=O)N2CCCC(CNC(=O)c3ccccc3)C2)CCCC1 (centres undefined),-6
O=C(NCc1cccnc1N1CCCC(O)C1)c1ccc2c(c1)OCO2 (centres undefined),-12
CCOP(=O)(OCC)C(C)(C)NC(=S)Nc1ccccc1,33
C=CCNc1nnc(Cc2ccc(F)cc2)c(=O)[nH]1,-7
Cc1nc(-n2nc(-c3cccs3)cc2NC(=O)COc2ccc(Cl)cc2)[nH]c(=O)c1C,-3
Cc1ccc(CN2CCN(C3CCN(Cc4ccccn4)CC3)CC2CCO)o1 (centres undefined),-10
O=C(NNc1nc(-c2cc3ccccc3oc2=O)cs1)c1ccccc1,0
CC1CC(C(N)=O)c2ccccc2N1Cc1cc(-c2ccccc2)no1 (centres undefined),-34
Cc1cc(C)n2c(SCCSc3ccc(Cl)cc3)nnc2n1,-12
COc1ccc2c(c1)Cc1c-2nc2ccccc2c1C(=O)N1CCN(CCO)CC1,-7
O=C(NCC1OCCc2ccccc21)c1cc(-c2ccn[nH]2)cc(S(=O)(=O)NC2CCCCC2)c1 (centres undefined),6
COc1ccc(S(=O)(=O)NCCn2ncccc2=O)c(OC)c1,-5

The listing continues:
SMILES,mcGAS RapidFire
CCOC(=O)N1CCN(Cc2nc(-c3ccccn3)no2)CC1,-6&-2
CC(=O)c1c(O)cc(O)cc1O,54
C=CCNc1oc(COc2ccc(OC)cc2)nc1C#N,10
CCCCNC(=O)c1ccc(-c2ccn[nH]2)o1,-11
COC(=O)c1sccc1NC(=O)COc1ccccc1OC,-1
CC1CN(Cc2cn3cc(Cl)cc(Cl)c3n2)CCO1 (centres undefined),5
CN(C)C(=O)C(OC(=O)c1ccc(Cl)cc1Cl)c1ccccc1 (centres undefined),-5
Cc1cc(C)c(C)c(S(=O)(=O)N2CC(C)OC(C)C2)c1C (centres undefined),-1
N#Cc1ccccc1S(=O)(=O)Cl,-7
COCCNc1nc(Nc2ccc(OC)cc2)c2nccnc2n1,-15
CC(=O)NCC1CCN(C(=O)c2cn(CCN(C)C)c3ccccc23)CC1,-2
Cc1cccnc1CN1CCN(Cc2ccc(N(C)C)nc2)CC1,-20
COc1cc(OC)cc(C(=O)NC(C(=O)N2CCCC(C(F)(F)F)C2)C(C)C)c1 (centres undefined),-8
CC1(C(=O)NS(=O)(=O)Cc2ccccc2)CCN1C(=O)C1(c2ccc(Cl)cc2)CC1 (centres undefined),-4
CC1CN(S(=O)(=O)NC2CCN(C3CCCC3)C2)CC(C)O1 (centres undefined),-7
CC(C)=CC(=O)OCC(=O)NCc1ccc2c(c1)OCO2,-2
Cc1ccn2c(=O)c(NC(=O)CC(c3ccccc3)c3ccccc3)c(C)nc2c1,0
O=Cc1ccc(Sc2n[nH]c(Cc3ccccc3)n2)c([N+](=O)[O-])c1,-31
C=CCn1c(=O)c2c(nc3n(C(C)C)c(C)cn23)n(C)c1=O,-7
Cn1cccc1CC(=O)NNC(=O)Nc1ccc(Cl)c(Cl)c1,6

Seven compounds picked at random from the list so far:
SMILES,mcGAS RapidFire
CCOP(=O)(OCC)C(C)(C)NC(=S)Nc1ccccc1,33
NC(=O)c1cc(S(=O)(=O)NC2CCCCC2)cs1,-5
Cc1cc(CN2CCN(C(C)C(=O)c3c(C)[nH]c4ccccc34)CC2)no1 (centres undefined),0
CCCCNC(=O)c1ccc(-c2ccn[nH]2)o1,-11
N#CC(C(=O)NC1CCCC1)C(=O)C1CSCN1C(=O)C1CCC1 (centres undefined),-6
Cc1ccc(CN2CCN(C3CCN(Cc4ccccn4)CC3)CC2CCO)o1 (centres undefined),-10
CC1CN(Cc2cn3cc(Cl)cc(Cl)c3n2)CCO1 (centres undefined),5

No new results follow: entries from further up.
SMILES,mcGAS RapidFire
CC(C)c1nnsc1CNC(=O)c1ccc(C#CC(C)(C)O)o1,-8
N#CC(C(=O)NC1CCCC1)C(=O)C1CSCN1C(=O)C1CCC1 (centres undefined),-6
Cc1cc(CN2CCN(C(C)C(=O)c3c(C)[nH]c4ccccc34)CC2)no1 (centres undefined),0

(listing goes on)
SMILES,mcGAS RapidFire
CCc1ccc(Cl)c(CC)c1NC(=O)Cn1nc(C(N)=O)c2ccccc2c1=O,-1
CCc1nnc(-c2ccc(NC(=O)NCC(CC(C)C)N3CCOCC3)cc2)o1 (centres undefined),-4
C[C@@H]1Cc2nc(C(C)(C)C)ncc2C(=O)N1Cc1cccc(C(F)(F)F)c1,0
O=C1C[C@H]2CC[C@@H](CN1)N2C(=O)Cc1ccccn1,-3
CC1CCCCN1c1nnc(C(=O)NCCCN(C)C)c2ccccc12 (centres undefined),-6
Cc1cccc(C)c1Cn1c(C)c(C(=O)NCc2cccc(C(F)(F)F)c2)sc1=O,3
CNc1ccc(-c2ccc(C(=O)NCCO)cc2)cn1,-8
Cc1cc(F)ccc1NCC(=O)Nc1c(F)cccc1F,1
CC(C)CNC(=O)C1CCCCC1c1nc2ccccc2s1 (centres undefined),-3
O=C(Cc1ccccn1)N1CCC(c2ccccc2Cl)C1 (centres undefined),-7
CCN(Cc1nccn1C)C(=O)CC1C(=O)NCCN1Cc1cccnc1 (centres undefined),-2
Cn1cc(S(=O)(=O)NC(CN2CCCC2=O)c2cccc(C(F)(F)F)c2)cn1 (centres undefined),-7
O=C(CC1COCCN1)N1CCc2[nH]nc(C3CCC3)c2C1 (centres undefined),-33
CCn1c(C2CCNCC2)nn(CCn2ccc(C)n2)c1=O,-13
CCCCn1c(=O)c2c(nc3n(Cc4ccco4)c(C)c(C)n23)n(C)c1=O,-9
CN1CC(=O)N(CCCC(=O)N2CCC(c3nc4ccccc4s3)CC2)C1=O,-4
CCCC(C)C(=O)Nc1ccc(-c2nccs2)cc1 (centres undefined),1
COc1ccc(-c2nnc(SCC(=O)N/N=C\c3cccc(OC)c3O)n2-c2ccccc2)cc1OC,-10
O=c1ccc(C(F)(F)F)cn1Cc1nc(-c2ccccc2)no1,-13
Cn1nnnc1SCC(=O)NC(=O)NC(C)(C)C,-4

(cont.)
SMILES,mcGAS RapidFire
O=C1OC(Oc2cccc3cccnc23)(c2ccccc2)c2ccccc21 (centres undefined),15
Cc1cc(NCCS(=O)(=O)N(C)C)nc(-c2cccnc2)n1,-15
CC(NC(=O)Nc1ccc(N(C)C)nc1)c1ccc(Cl)s1 (centres undefined),-15
Cc1ccc(CNc2nnnn2C)s1,-1
O=C(NC1CCOc2ccccc21)C1CCCCN1S(=O)(=O)c1cccs1 (centres undefined),-7
CNc1cnc(-c2cccc3ncccc23)cn1,0
Cc1cccc(C)c1NC(=O)CN(C)C(=O)c1ccccc1Cl,2
CC(=O)Nc1cccc(C(=O)N[C@H]2C[C@H]3CN(C)CCN3C2)c1,-20
O=C(CCCCn1ccnc1CO)NNc1ccccc1C(F)(F)F,-11
Cc1cccc(SC2CCN(C(=O)c3cn(-c4ccccc4)nn3)CC2)c1,-13
COc1ccc(CCc2nnc(CCC(=O)N3CCSCC3)o2)cc1,-4
Cc1nc(C(F)(F)F)nc(-c2ccnc3[nH]ccc23)c1C,-17
Cc1ccc(NC(=O)Cc2nc(-c3ccc(Br)s3)cs2)cc1,-10
CC(C)Cn1c(=O)n(CCCn2cccn2)c2cc(C(=O)O)cnc21,1
Cc1cccc(Nc2ccnc(Nc3cccc(C(=O)NCCc4cnc[nH]4)c3)n2)c1,-7
CC(=NNC(=O)c1ccc(O)cc1)c1ccccc1,1
CSCCCN(C)Cc1cccc2ncccc12,-7
O=C(CN1CCCC1c1ccccc1)NCc1ccccc1 (centres undefined),-16
Cc1ccc(NS(=O)(=O)c2ccc(F)c(S(C)(=O)=O)c2)nc1,-1
Cc1nc(C2CCCCN2C(C)c2nc(-c3ccco3)no2)no1 (centres undefined),-2

Carrying on:
SMILES,mcGAS RapidFire
CCCn1cc(CNC(=O)c2cccc(NC(=O)C3CCCC3)c2)cn1,-14
Cc1c(C(=O)NCc2ccc3c(c2)OCCO3)sc(=O)n1Cc1ccc(Cl)c(Cl)c1,-5
O=C1CCCC2Nc3ncnc(Cl)c3OC12 (centres undefined),-14
C=CCn1c(C(C)OC(C)C)n[nH]c1=O (centres undefined),-4
S=c1sc2ccc(Cl)cc2n1CN1CCN(c2ccccn2)CC1,-1
O=C(CSc1ncnc2sc3c(c12)CCC3)NC12CC3CC(CC(C3)C1)C2,-11
CC(C)CN1CCC(CNC(=O)c2ccc(-c3ccc4c(c3)OCCO4)nc2)C1 (centres undefined),-17
O=c1[nH]nc2n1CCCCC2,-6
Cc1ccc(C)c(OCC(=O)N(C)C(C)c2nccs2)c1C (centres undefined),-17
CC(C)c1cc(C2CCN(C(=O)C3CCOC3)CC2)[nH]n1 (centres undefined),-1
Cc1ccc(C)n1-c1nc(CC(=O)OC(C)C(N)=O)cs1 (centres undefined),-2
C=C(C)COc1ccccc1C(=O)N1C[C@H]2CC[C@H]1C2,-15
CC(C)(Oc1ccc(CCNC(=O)c2ccc(Cl)cc2)cc1)C(=O)O,2&6
CS(=O)(=O)N1CCCN(c2nccc(CCC(F)(F)F)n2)CC1,-18
CC[n+]1ccn(-c2nc3ccccc3nc2NS(=O)(=O)c2cccc([N+](=O)[O-])c2)c1,28
NS(=O)(=O)c1cccc(Cl)c1,-4
CCC(c1nc2ccc(C)cc2[nH]1)n1cnc2sc3c(c2c1=O)CCNC3 (centres undefined),7
CCCCN(CCCC)CCNC(=O)CCC1NC(=O)c2ccccc2N(CCC)C1=O (centres undefined),-5
Cc1ccc(NC(=O)CCC(=O)N2CCn3cccc3C2c2cccc(Cl)c2)cc1C (centres undefined),-5
O=C1CC(C(=O)N2CCN(S(=O)(=O)c3cccc(C(F)(F)F)c3)CC2)c2ccccc2N1 (centres undefined),-7

Other compounds follow.
SMILES,mcGAS RapidFire
CC(=O)N=c1scc(-c2ccccc2)n1-c1ccc(C)cc1,-11
COc1cc(-c2nc(CN(CCO)Cc3ccccc3)c(C)o2)cc2c1OCO2,-2
O=C(NC(c1ccccn1)C(F)(F)F)c1cn(Cc2ccccc2Cl)nn1 (centres undefined),-9
CC1CC(C)CN(C(=O)COc2ccc(CC(=O)NCCO)cc2)C1 (centres undefined),-11
CN=c1scc(-c2ccc(CCNC(C)=O)c(F)c2)n1C,-4
CN1CCN(Cc2nc3c(c(=O)n(C)c(=O)n3C)n2CCc2ccccc2)CC1,-4
CCC(CNC(=O)c1ccccc1NC(=O)NC(C)C)c1ccccc1 (centres undefined),-12
CC(NC(=O)CCc1nc2sc3c(c2c(=O)[nH]1)CCCC3)C1CC1 (centres undefined),-4
O=C1C=CC(=O)N1c1ccc(Cl)c([N+](=O)[O-])c1,-4
NC(=O)c1csc(N2CCCC3(CC2)CNC(=O)O3)n1 (centres undefined),-7
CN1CCN(C(=O)c2ccc(-c3cc4nc(NCc5cccnc5)n(C)c(=O)c4s3)cc2)CC1,5
O=C1OCC(CO)(CO)N=C1NNc1ccc(Cl)cc1[N+](=O)[O-],55
N#Cc1c(C=Cc2ccc3c(c2)OCO3)cc(-c2ccccc2)n2c1nc1ccccc12,-11
COc1ccc(CCC(=O)N2CCN(Cc3nnc(C4CC4)o3)CC2)cc1,94*
O=C(COc1ccc(F)cc1Cl)Nc1ccnn1C1CCCC1,-6
O=C1NCc2ccc(NCc3nc(Cc4cccc(Cl)c4)no3)cc21,-13
Cc1ccn(CC(=O)N2CCOC(Cc3cccc(C(F)(F)F)c3)C2)n1 (centres undefined),-1
COc1cc2c(N3CCN(C(=O)Nc4ccc(OC(C)C)cc4)CC3)ncnc2cc1OCCCN1CCCCC1,-4
Cn1nccc1C(=O)N1C[C@H]2OC(=O)N(CCc3cccc(Cl)c3)[C@H]2C1,-30
COCc1ncc(CN2CCC(Cc3ccc(F)cc3)CC2)cn1,-15

The list continues:
SMILES,mcGAS RapidFire
OCCN1CCN(CC(O)COCC2COc3ccccc3O2)CC1 (centres undefined),-3
COc1ccc(CC2CN(S(=O)(=O)N3CCCC3)CCO2)cc1 (centres undefined),-9
Cn1c2c(c3cc(F)ccc31)CCCC2=O,-4
c1ccc2sc(CSc3nnc(-c4ccc5c(c4)OCO5)o3)nc2c1,-3
CCOC(=O)c1ccc2c(c1)CCCN2C(=O)c1ncoc1CC,-60
CCc1ccc(CCC(=O)NCCc2ccc(S(N)(=O)=O)cc2)cc1,-14
CCc1cn[nH]c1C1CCCN(C(=O)c2n[nH]c3ccc(C)cc23)C1 (centres undefined),-3
CN(Cc1nnc(-c2ccc(F)cc2)o1)C1C2CCOC2C1(C)C (centres undefined),-6
C=CCOC(C)C(=O)Nc1cc(C(=O)OCC)ccc1-n1ccnc1 (centres undefined),0
C1CCCC(CNC2CCC3(CC2)OCCO3)CC1,-5
COCCNC(=O)COc1ccc(C)cc1C(C)(C)C,-10
COC(=O)c1ccc(Cn2c(C)c(C(=O)NCC3CC3)sc2=O)o1,15
COc1cc(-c2nn(CN3CCc4ccccc4C3)c(=S)o2)cc(OC)c1OC,-10
Cc1ccc(C)c(OCC(O)CN2CCCC(N3CCCC3)C2)c1C (centres undefined),-11

A portion of the library; the hit share may differ from the screen's.
